Assay outcomes: PubChem, National Center for Advancing Translational Sciences (NCATS)
PI5P4Ka inh: blocks human PI5P4K alpha kinase activity; PI5P4Kalpha enzyme, ADP-Glo luminescence, 60 min; hits give low values; max response, %; actives 1.2% (n = 330,000); active means max response of -50% or lower; inconclusive means between -30% and -50%; inactive means -30% or higher; further: value at the top dose of about 77 µM; on the % scale 0 is the no-effect control and ±100 the full control effect
Target sequence (P48426 whole entry, looked up): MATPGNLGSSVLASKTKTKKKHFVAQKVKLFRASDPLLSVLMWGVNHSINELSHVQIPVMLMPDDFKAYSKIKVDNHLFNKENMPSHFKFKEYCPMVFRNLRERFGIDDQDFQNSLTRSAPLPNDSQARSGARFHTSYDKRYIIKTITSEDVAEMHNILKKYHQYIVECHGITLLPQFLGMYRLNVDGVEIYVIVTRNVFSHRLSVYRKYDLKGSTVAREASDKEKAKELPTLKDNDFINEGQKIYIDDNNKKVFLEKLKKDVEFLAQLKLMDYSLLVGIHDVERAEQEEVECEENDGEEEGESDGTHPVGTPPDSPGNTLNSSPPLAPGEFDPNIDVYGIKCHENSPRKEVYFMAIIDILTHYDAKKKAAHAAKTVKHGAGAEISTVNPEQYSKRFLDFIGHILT
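Quantitative HTS of the MLSMR library against PI5P4Kalpha with substrate. ATP added last at 5 microM final; room temperature, 60 minutes. Remaining ATP depleted, ADP converted and read as luminescence.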
IL2 activator: activators of IL-2; activation, % (series mostly up to about 46 µM); IL-2 activation reporter assay, cell-based qHTS; stimulated with anti-CD3/CD4/CD28 beads; in transgenic mouse T cells; AID 652025; actives 0.065% (n = 360,000); in the data active means activation above about 50%; inconclusive means mostly about 30% to 49%; further: 0% is about no effect
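Unstimulated transgenic mouse T cells; 60-min compound exposure; bead-based TCR/CD4/CD28 stimulation; 18 h culture, 37 degrees C; dual fluorescence (EGFP, DsRed) plate cytometry.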
WRN inhibitor: inhibitors of human WRN helicase. Q14191. Potency, µM (titrated, usually from 114 µM), without a hit: top-dose activity change, negative = inhibition, usual class: inhibitors. AID 651768. WRN helicase unwinding, fluorescent forked duplex, kinetic. actives 0.46% (n = 360,000); further: potency means the concentration at half of the fitted maximal effect; on the % scale 0 is the no-effect control and ±100 the full control effect; nearly all actives have a fitted effect of over 55% in size
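WRN at 20 nM final preincubated with compound 15 min at room temperature; reaction started with 100 nM fluorophore/quencher forked duplex oligonucleotide and 2 mM ATP final. Unwinding followed kinetically by red fluorescence (ex 525, em 598 nm).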
EPAC1 antagonist: antagonists of human EPAC1. O95398. EPAC1 GEF assay, Rap1b-BODIPY-GDP exchange fluorescence. Potency, µM (series often up to 115 µM), for inactives: at the top dose activity change, negative = inhibition, most hits filed as inhibitors. actives 0.14% (n = 360,000);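 further: potency means the concentration at half of the fitted maximal effect; plate controls were vehicle for no effect and positive control for full effect; nearly all actives have a fitted effect of over 50% in size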
PLK1 PBD inh: inhibitors of human PLK1 polo-box domain binding | P53350 | Plk1 PBD binding of FITC phosphopeptide, fluorescence polarization | Potency, µM, inactives show max response, negative = inhibition, most hits filed as inhibitors | actives 2.8% (n = 360,000); further: potency means the concentration at half of the fitted maximal effect; series mostly up to about 57 µM; on the % scale 0 is the no-effect control and ±100 the full control effect; nearly all actives have a fitted effect of over 65% in size
Target sequence (P53350 whole entry, looked up, the tested form may be a part): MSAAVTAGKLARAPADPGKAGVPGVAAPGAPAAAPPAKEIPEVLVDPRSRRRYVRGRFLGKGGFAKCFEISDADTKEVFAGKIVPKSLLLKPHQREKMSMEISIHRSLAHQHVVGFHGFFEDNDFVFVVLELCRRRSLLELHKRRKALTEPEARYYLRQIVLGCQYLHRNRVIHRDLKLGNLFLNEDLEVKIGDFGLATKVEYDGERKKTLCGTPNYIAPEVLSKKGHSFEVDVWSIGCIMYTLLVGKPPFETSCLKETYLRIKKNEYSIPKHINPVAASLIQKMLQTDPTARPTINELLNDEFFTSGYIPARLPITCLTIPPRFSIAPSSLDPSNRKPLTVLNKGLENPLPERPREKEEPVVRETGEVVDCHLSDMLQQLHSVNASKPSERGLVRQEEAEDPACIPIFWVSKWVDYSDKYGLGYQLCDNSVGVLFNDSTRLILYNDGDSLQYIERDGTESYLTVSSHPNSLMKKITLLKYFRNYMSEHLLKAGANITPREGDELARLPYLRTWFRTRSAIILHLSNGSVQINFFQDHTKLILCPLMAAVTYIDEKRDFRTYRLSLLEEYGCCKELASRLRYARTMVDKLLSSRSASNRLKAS
Abeta rescue: compounds reversing amyloid beta toxicity in yeast; yeast expressing A-beta42, growth rescue, OD600, 48 h; response scale: 0% DMSO, 100% iron-clioquinol control; actives 0.063% (n = 410,000); AID 1347071; Potency, µM (highest dose often 46.1 µM), without a hit: at the top dose growth rescue, usual class: activators; further: potency means the concentration at half of the fitted maximal effect; nearly all actives have a fitted effect of over 55% in size
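Growth rescue measured by 600 nm absorbance after 48 h yeast culture at 30 C with compound. Values normalized between DMSO and an equimolar ferric chloride plus clioquinol control.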
FUS suppressor: suppressors of FUS proteinopathy in yeast. S. cerevisiae FUS-expressing, growth rescue, OD600, 24 h. Potency, µM (series often up to 76.6 µM), inactives show at the top dose growth rescue (activation), actives largely listed as activators. actives 0.24% (n = 390,000);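 further: potency means the concentration at half of the fitted maximal effect; plate controls were DMSO vehicle for no effect and reference control for full effect; nearly all actives have a fitted effect of over 55% in size; some results filed as inactive show a strong effect at the top dose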
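Galactose (2%) drives FUS expression in yeast precultured in raffinose; seeding density OD 0.005. Test compounds incubated 24hr at 30C and 99% humidity before absorbance at 600 nm was measured.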
EPAC1 agonist: agonists of human EPAC1; O95398; actives 0.073% (n = 360,000); Potency, µM (top dose mostly 154 µM), for inactives: at the top dose activation, actives largely listed as activators; EPAC1 agonist qHTS, biochemical assay; response scale: 100% = response to 6.5 mM cAMP; further: potency means the concentration at half of the fitted maximal effect; nearly all actives have a fitted effect of over 60% in size
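Nucleotide exchange by EPAC1 (100 nM) on Rap1B–BODIPY-GDP (250 nM) in the presence of 50 uM GDP is tracked fluorescently at 480/540 nm over 30 min. Signals are normalized to a 6.5 mM cAMP control.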
aSyn rescue: rescues yeast growth from alpha-synuclein toxicity | Potency, µM (titrated, usually from 46.1 µM), for inactives: at the top dose growth rescue (activation), usual class: activators | actives 0.14% (n = 370,000) | Yeast expressing alpha-synuclein, growth rescue, BacTiter-Glo, 24 h; further: potency means the concentration at half of the fitted maximal effect; % of control where 0% means no effect; nearly all actives have a fitted effect of over 65% in size
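Rescue of yeast growth: cells expressing toxic alpha-synuclein, induced in galactose at OD600 0.02, incubated with compound 24 h at 30 C. ATP luminescence quantified growth; inhibitors of toxicity appear as activators.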
* marks the source's active call; other numbers are inactive results; ? = inconclusive; · = not tested or not shown; [ ] = another dose, or the depositor's remark. Unless noted, the call rests on the fitted dose curve; in most records, active means well fitted curve in the direction sought with a large enough effect; inconclusive means small, poorly fitted or top-dose-only effect, or another doubt; inactive means no such curve, though single readings can be large; an effect the other way counts as inactive or inconclusive.

SMILES	PI5P4Ka inh	IL2 activator	WRN inhibitor	EPAC1 antagonist	PLK1 PBD inh	Abeta rescue	FUS suppressor	EPAC1 agonist	aSyn rescue
O=S(=O)(c1cccs1)N1CCN(C/C=C/c2ccccc2)CC1	-7	0.5	-10%	-13%	-7%	8%	38%	18%	1%
CCCCCn1c(CN2CCCCC2CC)nc2c1c(=O)n(C)c(=O)n2C (stereo not given)	9	-2.6	0%	-6%	-9%	-4%	-31%	3%	2%
O=C(O)COc1ccc2occ(C(=O)c3ccccc3)c2c1	?	-3.1	0%[57.1 µM]	0%	-9%	-19%	15%	-4%	-13%
CCOc1ccc2nc(NCCNC(=O)c3cc(OC)c(OC)c(OC)c3)c(C#N)cc2c1	1	0.4	2%	-16%	-12%	3%	-19%	-8%	-12%
COc1cc(C(=O)N2CCN(C(=O)c3ccco3)CC2)c([N+](=O)[O-])cc1OC	-2	0.8	2%	7%	5%	3%	-34%	-5%	-7%
CN(C(=O)CC1C(=O)NCCN1Cc1cccc(F)c1F)C1CC(C)(C)NC(C)(C)C1 (stereo not given)	7	-4.9	-29%	4%	-7%	0%	17%	3%	-8%
CSc1ccccc1NC(=O)CN1C(=O)C2CC=CCC2C1=O (stereo not given)	0	0.7	1%	1%	0%	1%	-7%	-8%	9%
CC1(C)Cc2noc(N)c2C(C)(C)N1OC(=O)c1ccccc1	-5	-3.1	4%	6%	-3%	8%	12%	-11%	-8%
C/C(=N\NC(=S)NC1CCCCC1)c1ccc(C#N)cc1	4	-1.8	-5%	-21%	-3%	?	5%	3%	0%
Brc1ccccc1C1=Nn2c(nnc2-c2ccco2)SC1	-23	0.4	-3%	4%	-20%	4%	47%	-4%	19%
Oc1c(C(c2ccccn2)N2CCC(Cc3ccccc3)CC2)cc(Cl)c2cccnc12 (stereo not given)	?	-0.7	-6%	-16%	?	-80%[inhibitor]	25µM*	13%	-4%
Cc1ccc(C(=O)N(NC2=NS(=O)(=O)c3ccccc32)S(=O)(=O)c2ccc(C)cc2)cc1	3	0.7	6%	-5%	-11%	-3%	44%	-15%	12%
CCOC(=O)c1cc(-c2ccccc2)nc2ccc(C)cc12	26	-0.7	-1%	-3%	-4%	7%	-13%	-5%	0%
CC(Sc1nnc(C2CC2)n1C1CC1)C(=O)Nc1cccc(S(=O)(=O)N2CCOCC2)c1 (stereo not given)	-3	-0.1	0%	-16%	4%	27%	19%	7%	2%[1.84 µM]
Cc1ccc(C(=O)c2ccc(CC(=O)O)n2C)cc1	1	0.4	-1%	5%	0%	22%	-26%	-24%	3%
CCn1c(=O)n(Cc2ccco2)c(=N)c2c3c(sc21)COC(C)(C)C3	0	-0.1	-7%	4%	-10%	25%	-2%	7%	-8%
COc1ccc(NC(=O)N(C)C[C@H]2Oc3c(NC(=O)c4ccncc4)cccc3C(=O)N([C@H](C)CO)C[C@@H]2C)cc1	2	-2.6	2%	7%	-15%	-4%	-1%	-26%	-3%
CC(C)Oc1ccc(S(=O)(=O)N2CCOCC2)cc1NC(=O)C1CCC1	2	-4.7	4%	14%	-6%	9%	1%	-2%	-1%
Cc1ccc(NS(=O)(=O)c2ccc(Cl)c(C(=O)Nc3cccc(C(=O)O)c3)c2)cc1	1	0.2	-3%	-7%	-8%	-1%	24%	3%	-3%
O=C(O)[C@H]1CCCN1S(=O)(=O)c1cccc2cccnc12	0	1.1	-1%	-1%	1%	0%	-22%	7%	3%

Individual results from above:
For IL2 activator, `CN(C(=O)CC1C(=O)NCCN1Cc1cccc(F)c1F)C1CC(C)(C)NC(C)(C)C1` (stereo not given) has the entry -4.9
For aSyn rescue, `CCOc1ccc2nc(NCCNC(=O)c3cc(OC)c(OC)c(OC)c3)c(C#N)cc2c1` has the entry -12%

(next part)
SMILES	PI5P4Ka inh	IL2 activator	WRN inhibitor	EPAC1 antagonist	PLK1 PBD inh	Abeta rescue	FUS suppressor	EPAC1 agonist	aSyn rescue
COc1ccccc1-c1nc2cc(Cl)ccc2c(=O)n1O	6	-0.3	0%	6%	-9%	-25%	5%	7%	-2%
CC1(C)Cc2ccccc2-c2[nH]c(=S)[nH]c(=O)c21	-20	0.7	-3%	1%	-14%	-11%	17%	7%	3%
O=C(NC(=S)Nc1ccccc1C(=O)O)c1cncc(Br)c1	?	1.1	?	-2%	9.5µM*	-16%	1%	4%	-18%
c1ccc(Cn2c(-c3ccco3)nc3nc4ccccc4nc32)cc1	-25	2.0	-35%	4%	-20%	-14%	?	0%	-4%
CSc1ccccc1C(=O)NCc1ccccc1C	1	-2.7	-14%	14%	-16%	6%	3%	8%	-1%
CN(Cc1ccccc1)C(=O)COC(=O)CN1C(=O)c2ccccc2C1=O	-2	0.0	3%	-18%	-3%	11%	-6%	3%	1%
O=S(=O)(Nc1ccc(Cl)cc1)c1cccc2cccnc12	3	-2.1	-13%	-15%	-18%	2%	19%	4%	?
CN(C)c1ccc(/C=C2\N=C(c3ccc(Cl)c([N+](=O)[O-])c3)NC2=O)cc1	-5	-4.9	?	-19%	-8%	-15%	44%	3%	-14%
O=C(NCC1CC1)c1ccc2c3n(nc2c1)-c1ccc(Cl)cc1CO3	3	0.1	0%	4%	-1%	-3%	-5%	11%	-1%
Cc1oc(C(C)(C)C)cc1-c1cc(NC(=O)c2ccc([N+](=O)[O-])cc2)n[nH]1	0	1.6	-11%	-14%	-3%	-9%	3%	-6%	-5%
COc1ccc(N2CCOCC2)c(NC(=O)c2cc3ccccc3o2)c1	6	-0.2	-11%	10%	4%	0%	28%	17%	6%
Cc1cc(S(=O)(=O)N2CCOCC2)ccc1OCC(=O)N1CCOCC1	0	-2.8	-4%	-4%	-18%	-14%	18%	3%	-3%
Cc1ccc(NC(=O)c2ccc(OCC3CCCO3)cc2)c(C)c1 (stereo not given)	-1	0.0	-22%	-12%	-7%	1%	·	-4%	-7%
O=C1CN(C(=O)CSc2nc3c(cnn3-c3ccccc3)c(=O)[nH]2)c2ccccc2N1	·	0.4	5%	-11%	3%	-3%	?	-11%	7%[1.84 µM]
CN(C)CCCNC(=O)c1ccc(Cl)c(S(=O)(=O)N2CCCCCC2)c1	15	-4.4	-34%	2%	-4%	5%	·	3%	-1%
Cc1cccc(NC(=O)c2ccc3c(c2)C(=O)N(Cc2cccnc2)C3=O)c1C	-3	-0.3	-33%	-4%	-2%	-2%	·	10%	-3%
Cc1cc(NC(=O)CCC(=O)N(c2ccccc2)C2(C(=O)NC3CCCCC3)CCCC2)no1	11	-1.8	-1%	13%	-6%	-6%	?	-8%	1%
COc1cc2c(cc1OC)C[N+](C)(C)CC2	-5	0.8	-2%	-16%	-6%	-11%	-13%	-20%	-6%
S=C1SCCCN1Cc1ccc(Cl)cc1	7	-2.0	-7%	-2%	-5%	17%	-2%	4%	2%
COc1ccc2c(OC)cc(-c3ccccc3)nc2c1	7	0.0	-3%	1%	-13%	6%	1%	8%	9%
O=C(COc1ccc(F)cc1)Nc1nnc(-c2ccncc2)s1	0	-2.0	-9%	-2%	-13%	-17%	21%	2%	-1%
Cc1ccc(-c2cnc3cc(C)nn3c2)cc1	3	-0.7	-12%	-2%	0%	-4%	-19%	-6%	6%
Cc1cc(C)c2nc(Nc3nc(CSc4nc5ccccc5[nH]4)cc(=O)[nH]3)nc(C)c2c1	1	-0.7	-22%	10%	-18%	-3%	31%	1%	-12%
Cc1nn(CC(=O)N2CCOCC2)c(=O)c2c1sc1ccccc12	3	-1.3	-2%	6%	-5%	8%	-15%	13%	2%
Cc1cc(C)cc(NC(=O)C(=O)NCc2ccccn2)c1	-7	-0.4	-27%	-13%	-1%	8%	·	4%	-2%
Cc1ccc(OCC(=O)NNC(=O)Cn2c(=O)cnc3ccccc32)cc1	1	3.5	-2%[11.6 µM]	2%	-1%	-1%	-5%	3%	-1%
CC(=O)Nc1ccc(C(=O)/C=C/c2ccc[nH]2)cc1	3	0.9	-4%	11%	-8%	3%	-6%	-7%	-5%
Cc1c(CNC2CCCC2)c(C(=O)O)c(C)n1Cc1ccccc1	-5	-0.3	-4%	-14%	-2%	?	5%	-2%	8%
O=C(Nc1cccc(Oc2ccccc2)c1)c1ccc(-n2cncn2)c2ccoc12	5	2.3	-4%	-6%	2%	-7%	3%	9%	-1%

Structures from the list above containing a Cl atom:
SMILES	PI5P4Ka inh	IL2 activator	WRN inhibitor	EPAC1 antagonist	PLK1 PBD inh	Abeta rescue	FUS suppressor	EPAC1 agonist	aSyn rescue
Oc1c(C(c2ccccn2)N2CCC(Cc3ccccc3)CC2)cc(Cl)c2cccnc12 (stereo not given)	?	-0.7	-6%	-16%	?	-80%[inhibitor]	25µM*	13%	-4%
Cc1ccc(NS(=O)(=O)c2ccc(Cl)c(C(=O)Nc3cccc(C(=O)O)c3)c2)cc1	1	0.2	-3%	-7%	-8%	-1%	24%	3%	-3%
COc1ccccc1-c1nc2cc(Cl)ccc2c(=O)n1O	6	-0.3	0%	6%	-9%	-25%	5%	7%	-2%
O=S(=O)(Nc1ccc(Cl)cc1)c1cccc2cccnc12	3	-2.1	-13%	-15%	-18%	2%	19%	4%	?
CN(C)c1ccc(/C=C2\N=C(c3ccc(Cl)c([N+](=O)[O-])c3)NC2=O)cc1	-5	-4.9	?	-19%	-8%	-15%	44%	3%	-14%
O=C(NCC1CC1)c1ccc2c3n(nc2c1)-c1ccc(Cl)cc1CO3	3	0.1	0%	4%	-1%	-3%	-5%	11%	-1%
CN(C)CCCNC(=O)c1ccc(Cl)c(S(=O)(=O)N2CCCCCC2)c1	15	-4.4	-34%	2%	-4%	5%	·	3%	-1%
S=C1SCCCN1Cc1ccc(Cl)cc1	7	-2.0	-7%	-2%	-5%	17%	-2%	4%	2%
